Assay outcomes from PubChem.
IMPase Li inh – qHTS Assay for Identifying the Cell-Membrane Permeable IMPase Inhibitors: Potentiation with Lithium. CHO-M1 cells, IP1 TR-FRET (IP-One), carbachol + lithium. Potency, µM (doses to about 59.4 µM), for inactives: at the highest dose activity, negative = IMPase inhibition, hits mostly inhibitors. 210,000 tested, 0.35% active. AID 1457, 2008;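 also: IP1 builds up when IMPase is blocked and the TR-FRET signal falls; potency is read from the fitted curve at half-maximal effect; plate controls were basal vehicle for no effect and high inhibitor control for full effect; nearly all actives have a fitted effect of over 50% in size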
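CHO cells stably expressing M1 receptor (2000/well) were cultured 16–30 h, then exposed to compounds with a small lithium addition for 30 min at 37C. IP1 was measured by TR-FRET competition; AC50 from Hill fits.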
NPSR antag – qHTS Assay for Antagonists of the Neuropeptide S Receptor: cAMP Signal Transduction; CHO-NPSR cells, cAMP TR-FRET, antagonist mode; 220,000 tested, 1% active; Potency, µM (top dose mostly 38.3 µM), for inactives: top-dose activity change, negative = inhibition, hits mostly inhibitors; Q6W5P4; also: potency is read from the fitted curve at half-maximal effect; % is scaled to controls: 0 for no effect and ±100 for the full control effect; nearly all actives have a fitted effect of over 50% in size; many of its hits are not listed in these tables
GLA spleen mod – qHTS Assay for Inhibitors and Activators of Human alpha-Galactosidase From Spleen Homogenate; 240,000 tested, 0.008% active; human spleen homogenate, 4MU-alpha-Gal fluorescence, 40 min; Alpha-galactosidase A (Homo sapiens), P06280; Potency, µM (top dose mostly 80 µM), inactives show at the top dose activity change, negative = inhibition, usual class: inhibitors;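 also: potency is read from the fitted curve at half-maximal effect; 0% = enzyme with vehicle and -100% = no enzyme basal signal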
Target sequence (P06280 32-429 limits assumed): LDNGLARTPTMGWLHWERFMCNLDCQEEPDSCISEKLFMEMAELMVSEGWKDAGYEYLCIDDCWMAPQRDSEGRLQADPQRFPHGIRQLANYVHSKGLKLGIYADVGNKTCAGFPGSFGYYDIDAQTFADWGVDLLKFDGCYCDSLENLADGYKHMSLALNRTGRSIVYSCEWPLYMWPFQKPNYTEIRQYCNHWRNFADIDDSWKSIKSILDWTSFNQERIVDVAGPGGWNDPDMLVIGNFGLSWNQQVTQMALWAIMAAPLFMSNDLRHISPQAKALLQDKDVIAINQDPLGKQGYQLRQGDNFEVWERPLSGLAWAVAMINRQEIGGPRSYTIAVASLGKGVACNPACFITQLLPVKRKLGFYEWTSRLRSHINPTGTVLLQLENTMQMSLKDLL
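qHTS titration in buffer at pH 5.0. Alpha-galactosidase activity in spleen homogenate was measured via 4-methylumbelliferone release from 1 mM fluorogenic substrate after 40 min at 37C and a pH 10 stop. AC50 came from Hill fits of control-normalized data.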
CBFb RUNX1 block – qHTS Assay for Compounds Blocking the Interaction Between CBF-beta and RUNX1 for the Treatment of Acute Myeloid Leukemia; Runt-related transcription factor 1 (Homo sapiens) + Core-binding factor subunit beta …; AlphaScreen CBFb-His/RUNX1-biotin binding, biochemical; Potency, µM (highest dose often 59.8 µM), for the others: at the top dose activity, negative = inhibition, usual class: inhibitors; 230,000 tested, under 10 active; also: % of control where 0% means no effect
Target sequence (Q01196 whole entry, looked up): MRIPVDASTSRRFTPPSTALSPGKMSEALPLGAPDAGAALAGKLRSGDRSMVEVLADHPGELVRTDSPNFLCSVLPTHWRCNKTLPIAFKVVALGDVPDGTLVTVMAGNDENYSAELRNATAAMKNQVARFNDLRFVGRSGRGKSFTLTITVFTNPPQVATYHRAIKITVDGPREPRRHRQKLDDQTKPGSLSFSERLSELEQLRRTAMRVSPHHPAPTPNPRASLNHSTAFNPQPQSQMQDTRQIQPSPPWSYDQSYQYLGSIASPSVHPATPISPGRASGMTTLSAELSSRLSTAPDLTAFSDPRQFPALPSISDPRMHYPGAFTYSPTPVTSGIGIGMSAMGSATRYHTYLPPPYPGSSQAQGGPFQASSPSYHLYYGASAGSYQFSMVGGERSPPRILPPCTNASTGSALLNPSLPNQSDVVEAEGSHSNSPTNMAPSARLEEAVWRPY
Target sequence (Q13951 whole entry, looked up): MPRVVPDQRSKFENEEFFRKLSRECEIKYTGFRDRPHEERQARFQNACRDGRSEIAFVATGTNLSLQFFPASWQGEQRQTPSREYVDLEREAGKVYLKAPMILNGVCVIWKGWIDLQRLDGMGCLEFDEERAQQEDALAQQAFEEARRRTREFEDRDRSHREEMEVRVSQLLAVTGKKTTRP
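CBFb-His/RUNX1-biotin, 30 nM each, preincubated 20 min RT; compound 15 min RT; Ni + streptavidin beads 50 ng each, 90 min RT; AlphaScreen read.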
KinaseGlo FLuc – Counterscreen for Luciferase (Kinase-Glo TM) Inhibition. Luciferin 4-monooxygenase (Photuris pensylvanica), Q27757. Potency, µM (highest dose often 38.3 µM), without a hit: at the highest dose activity change, negative = inhibition, hits mostly inhibitors. 200,000 tested, 0.28% active. Kinase-Glo luciferase, ATP luminescence, 8 min; also: potency is read from the fitted curve at half-maximal effect; % is scaled to controls: 0 for no effect and ±100 for the full control effect; nearly all actives have a fitted effect of over 60% in size
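Kinase-Glo luciferase light output from ATP and luciferin was measured with 10 uM ATP, within the enzyme's linear range. Buffer: 50 mM imidazole pH 7.2, 50 mM KCl, 7 mM MgCl2, 0.01% Tween 20, 0.05% BSA; luminescence read after 8 min at ambient temperature.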
Epigenetic derep – Quantitative High-Throughput Screen for Regulators of Epigenetic Control; murine LDR cells, GFP reporter derepression, 30 h; Potency, µM (highest dose often 53.9 µM), for the others: top-dose GFP activation, usual class: activators; 280,000 tested, 0.2% active; AID 1865, 2009; also: potency is read from the fitted curve at half-maximal effect; % of control where 0% means no effect; nearly all actives have a fitted effect of over 60% in size
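Murine LDR cells carrying a silenced, genomically integrated CMV-driven GFP reporter were exposed to compound for 30 hours at 37 C. After PBS washes, GFP-positive cells (20–120 um objects) were counted by laser-scanning microplate cytometry.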
LMNA splice mod – qHTS Assay for Modulators of Lamin A Splicing. 200,000 tested, 0.01% active. HeLa LMNA splicing GFP/RFP minigene ratio, 48 h. AID 1487, 2009. Potency, µM (series often up to 46.1 µM), inactives show top-dose ratio change, negative = inhibition, actives largely listed as inhibitors; active = well fitted inhibition curve with a large enough effect in the signal ratio, with a control signal flat, not every such curve was filed as active; inconclusive = small, poorly fitted or top-dose-only effect, or effect the other way, or a change in a side signal; the % refers to the signal ratio; also: potency is read from the fitted curve at half-maximal effect; % is scaled to controls: 0 for no effect and ±100 for the full control effect
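Read-out is the ratio of GFP to DsRed2 object intensity, acquired by 488 nm laser-scanning cytometry on HeLa lamin A-EGFP minigene reporter cells. Compound incubation 48 hrs at 37 °C in Opti-MEM with 2% FBS; DMSO 0.5% final.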
An asterisk follows results filed as active; ? = inconclusive; · = no result given; [ ] = another dose, or the depositor's remark. Unless noted, calls follow the shape of the dose curve; as a rule, active = well fitted curve in the direction sought with a large enough effect; inconclusive = small, poorly fitted or top-dose-only effect, or another doubt; inactive = no such curve, though single readings can be large; an effect the other way counts as inactive or inconclusive. Not all compounds are listed; count on the stated rates, not on these rows.

Order of results: IMPase Li inh	NPSR antag	GLA spleen mod	CBFb RUNX1 block	KinaseGlo FLuc	Epigenetic derep	LMNA splice mod
Cn1c(=O)c([N+](=O)[O-])c(NCCCn2ccnc2)c2ccccc21
  ·	-17%	2%	0%	·	-0.3%	·
O=C(c1ccc(F)cc1F)N1CCCN(c2nc(-c3ccccc3)ns2)CC1
  ·	12%	3%	4%	·	3.1%	·
O=C(CCCN1C(=O)/C(=C/c2ccccc2Cl)SC1=S)NNC(=O)c1ccc(Cl)cc1Cl
  ·	-21%	0%	19%	·	11%	·
COc1ccccc1/C=N\N=C(\N)c1ccccn1
  -8%	3%	7%	-20%	7%	0.2%	-8%
c1coc(-c2nc3nc4ccccc4n3nc2-c2ccco2)c1
  -4%[38.3 µM]	-13%[46.1 µM]	6%	-2%	-11%	0.0%	-3%
O=C(NCCO)c1ccc(Oc2ccc(C(F)(F)F)cc2[N+](=O)[O-])cc1
  -6%	-1%	1%	-3%	-2%	-0.1%	?
CCOc1cc(C2C(C(=O)OC)=C(C)N=C3SCCC(=O)N32)ccc1OC(C)=O (configuration not stated)
  4%[38.3 µM]	-12%[46.1 µM]	2%	-2%	-1%	-1.1%	-3%
COc1ccc(-c2nnc(SCc3ccccc3F)o2)cc1
  31%[38.3 µM]	?	4%	19%	-1%	0.0%	-11%
CCN(CC(=O)NC(c1ccccc1)c1ccccc1)Cc1nc2ccccc2c(=O)[nH]1
  7%[38.3 µM]	?	-9%	-2%	-1%	-1.5%	1%
Cc1ccc2c(c1)NCC(C(=O)NC1CCCCC1)O2 (configuration not stated)
  5%[38.3 µM]	-12%[46.1 µM]	7%	-7%	2%	-2.3%	8%
CC1(C)CC(=O)C2=C(C1)Nc1ccccc1NC2
  1%	7%	11%	4%	5%	0.2%	4%[9.22 µM]
O=C(CNC(=O)c1ccc(N2C(=O)c3ccccc3C2=O)cc1)OCC(=O)c1ccc(Cl)cc1
  -4%	13%	2%	10%	1%	0.0%	2%
Cc1nonc1-c1ccc2c(c1)OCO2
  ·	10%[7.67 µM]	6%	10%	·	-1.4%	·
CCc1c(C)nc2ncnn2c1N1CCC(C(=O)NCc2cccs2)CC1
  2%	6%	0%	2%	-5%	0.0%	-4%[46 µM]
C/C(=N\NC(=O)CN(c1ccccc1)S(=O)(=O)c1ccccc1[N+](=O)[O-])C(C)(C)C
  5%	-31%	-15%	-9%	1%	-1.0%	-8%
CCCCCCN1CC(O)=C(c2nc3ccccc3[nH]2)C1=N
  ·	-10%[46.1 µM]	2%	3%	·	-6.4%	-7%
O=C1C2C3C=CC(C3=C3CCCCC3)C2C(=O)N1c1ccccc1 (configuration not stated)
  28%[38.3 µM]	-16%[46.1 µM]	2%	6%	-1%	-1.1%	3%
O=C1c2ccc3c4c(ccc(c24)C(=O)N1c1cccc(O)c1)CC3
  -3%	6%	5%	3%	-5%	-2.2%	·
Cc1cc(C)n(-c2ccc(C(=O)OCC(=O)Nc3ccc(S(=O)(=O)N4CCOCC4)cc3)cc2)n1
  -12%[38.3 µM]	-28%[46.1 µM]	-4%	-9%	8%	2.2%	-2%
COc1ccc(C=NCC2COc3ccccc3O2)cc1OC (configuration not stated)
  10%[38.3 µM]	-6%[46.1 µM]	8%	-2%	-5%	3.8%	?
Cc1ccc(NC(=O)CS(=O)CC(=O)NC(C)CCc2ccco2)cc1Cl (configuration not stated)
  -7%[38.3 µM]	-16%[46.1 µM]	-26%	-2%	-1%	-2.3%	-3%
CC(=O)Nc1ccc(S(=O)(=O)NC(CC(=O)O)c2ccc(OC(C)C)cc2)cc1 (configuration not stated)
  1%[38.3 µM]	-2%[46.1 µM]	-6%	4%	-6%	-0.3%	0%
O=C(c1cc2ccccc2oc1=O)N(Cc1ccc(F)cc1)C1CCS(=O)(=O)C1 (configuration not stated)
  ·	5%	9%	3%	·	0.0%	·
COc1ccc(CC(=O)O/N=C(\N)Cc2cccc3ccccc23)cc1
  7%	5%	2%	?	-2%	7.6%	-15%
CN(C)C(CNC(=O)c1ccc(S(=O)(=O)N(C)C)cc1)Cc1ccccc1 (configuration not stated)
  13%	6%	-2%	8%	1%	-2.5%	?
CC(C)OC(=O)C1C2C=CC3(CN(C(C)c4ccc(Br)cc4)C(=O)C13)O2 (configuration not stated)
  -4%[38.3 µM]	29%[46.1 µM]	2%	1%	6%	2.3%	-3%
Cc1ccc(S(=O)(=O)N2CCC(C(=O)N3CCC[C@H]3C(=O)NCc3ccccc3)CC2)cc1
  29%[38.3 µM]	-20%[46.1 µM]	-1%	7%	-1%	-1.1%	3%
COc1ccc(-c2nc3ncnn3cc2C)cc1F
  13%	-23%	0%	0%	8%	-3.8%	·
O=C(Nc1nc2ccccc2n1Cc1ccccc1)c1ccco1
  19%[38.3 µM]	-18%[46.1 µM]	4%	0%	0%	1.2%	?
Cc1[nH]c2ccccc2c1NC(=O)CN1CCN(C(=O)c2ccco2)CC1
  ·	-8%	-6%	-4%	·	-0.3%	·
CN(C)C(=S)c1ccc(N(C)C)cc1
  22%	12%	-1%	-12%	2%	-4.9%	·
OCc1cn(-c2ccccc2)nc1-c1ccco1
  -8%[38.3 µM]	6%[46.1 µM]	3%	-4%	-10%	-4.6%	10%
O=C(COc1ccc(S(=O)(=O)N2CCCC2)cc1)NCCC1=CCCCC1
  32%[38.3 µM]	-14%[46.1 µM]	0%	2%	-1%	0.0%	4%
O=c1c(CCc2ccccc2)nc2cncnc2n1C1CC1
  5%	·	-8%	·	1%	·	·
O=C(Oc1ccc(C(=S)N2CCOCC2)cc1Br)c1ccccc1F
  -11%	5%	3%	-19%	0%	1.0%	?
Cc1ccccc1Nc1nc(N)nc(CCl)n1
  ·	8%	-2%	-2%	·	0.0%	·
Cc1ccc(/C=N/NC(=O)c2ccc(Br)o2)s1
  -1%	-4%	6%	6%	-6%	0.0%	30%
O=C(c1c(F)cccc1F)N1CCCC1
  -3%	-17%	-1%	16%	0%	-2.5%	?
Cn1c(=O)c(=O)n(C)c2cc(S(=O)(=O)N3CCC(Cc4ccccc4)CC3)ccc21
  -8%[38.3 µM]	0%[46.1 µM]	4%	-1%	-1%	0.0%	0%[0.0737 µM]
Cc1cccc(N2Cc3ccccc3C2=NC(=O)c2ccc(Cl)nc2)c1
  7%	-9%	0%	1%	-4%	0.0%	?
Cc1c(-c2cccc(Cl)c2)nc2ccccc2c1C(=O)OC/C(O)=C(\C#N)c1nc2ccccc2[nH]1
  11%	-45%	3%	-3%	-3%	?	·
CC(C)N(Cc1nc(-c2ccccc2)no1)C(=O)CCCN1C(=O)c2ccccc2C1=O
  -3%[38.3 µM]	-19%[46.1 µM]	3%	5%	1%	0.0%	1%
COc1ccc(C(=O)O)cc1S(=O)(=O)NC(C)C
  ·	?	3%	0%	·	4.9%	·
CCn1ncc([N+](=O)[O-])c1C(=O)Nc1ccc(C(=O)N2CCCCC2)cc1
  -1%	7%	1%	4%	-5%	5.2%	?
O=C(CSc1nnc(NC(=O)c2ccc(S(=O)(=O)N3CCOCC3)cc2)s1)Nc1ccccc1C(F)(F)F
  7%	-13%	-2%	0%	3%	0.0%	6%
Cc1cc(C)nc(-n2nc(C)cc2NC(=O)c2ccc(F)cc2F)n1
  4%	-32%	1%	0%	-3%	4.1%	?

Another view of 13 compounds above:
smiles,IMPase Li inh,NPSR antag,GLA spleen mod,CBFb RUNX1 block,KinaseGlo FLuc,Epigenetic derep,LMNA splice mod
O=c1c(CCc2ccccc2)nc2cncnc2n1C1CC1,5%,·,-8%,·,1%,·,·
O=C(Oc1ccc(C(=S)N2CCOCC2)cc1Br)c1ccccc1F,-11%,5%,3%,-19%,0%,1.0%,?
Cc1ccccc1Nc1nc(N)nc(CCl)n1,·,8%,-2%,-2%,·,0.0%,·
Cc1ccc(/C=N/NC(=O)c2ccc(Br)o2)s1,-1%,-4%,6%,6%,-6%,0.0%,30%
O=C(c1c(F)cccc1F)N1CCCC1,-3%,-17%,-1%,16%,0%,-2.5%,?
Cn1c(=O)c(=O)n(C)c2cc(S(=O)(=O)N3CCC(Cc4ccccc4)CC3)ccc21,-8%[38.3 µM],0%[46.1 µM],4%,-1%,-1%,0.0%,0%[0.0737 µM]
Cc1cccc(N2Cc3ccccc3C2=NC(=O)c2ccc(Cl)nc2)c1,7%,-9%,0%,1%,-4%,0.0%,?
Cc1c(-c2cccc(Cl)c2)nc2ccccc2c1C(=O)OC/C(O)=C(\C#N)c1nc2ccccc2[nH]1,11%,-45%,3%,-3%,-3%,?,·
CC(C)N(Cc1nc(-c2ccccc2)no1)C(=O)CCCN1C(=O)c2ccccc2C1=O,-3%[38.3 µM],-19%[46.1 µM],3%,5%,1%,0.0%,1%
COc1ccc(C(=O)O)cc1S(=O)(=O)NC(C)C,·,?,3%,0%,·,4.9%,·
CCn1ncc([N+](=O)[O-])c1C(=O)Nc1ccc(C(=O)N2CCCCC2)cc1,-1%,7%,1%,4%,-5%,5.2%,?
O=C(CSc1nnc(NC(=O)c2ccc(S(=O)(=O)N3CCOCC3)cc2)s1)Nc1ccccc1C(F)(F)F,7%,-13%,-2%,0%,3%,0.0%,6%
Cc1cc(C)nc(-n2nc(C)cc2NC(=O)c2ccc(F)cc2F)n1,4%,-32%,1%,0%,-3%,4.1%,?
